PREPL inh: human PREPL enzyme inhibition. Q4J6C6. recombinant PREPL, fluorescence polarization activity-based probe. inhibition, % at 5.96 µM. hit rate 0.68% among 320,000. AID 2751; in the data active means inhibition above about 43%;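 further: 0% = enzyme with DMSO and 100% = wells lacking enzyme; many of its hits are not listed in these tables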
ZTA counter: counter-screen for EBNA-1 inhibitors: inhibitors of Epstein-Barr virus ZTA. ZTA-DNA binding, fluorescence polarization. inhibition, % at 11 µM. hit rate 0.15% among 320,000; in the data active means inhibition above about 33%
Target sequence (P03206 whole entry, looked up): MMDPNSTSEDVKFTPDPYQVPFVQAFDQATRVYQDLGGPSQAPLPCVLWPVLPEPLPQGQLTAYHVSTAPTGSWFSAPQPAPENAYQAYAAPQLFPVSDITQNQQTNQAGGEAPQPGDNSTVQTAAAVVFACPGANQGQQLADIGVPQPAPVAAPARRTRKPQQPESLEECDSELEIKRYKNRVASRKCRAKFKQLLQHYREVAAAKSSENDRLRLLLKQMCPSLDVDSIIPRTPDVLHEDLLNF
PAD4 inh: inhibitors of human PAD4 | Q9UM07 | recombinant PAD4, RCA probe fluorescence polarization | inhibition, % at 6.36 µM | hit rate 0.41% among 330,000;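 active means percent inhibition above a cutoff equal to the mean of all tested compounds plus 3 SD, cut at about 15% in these data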;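 further: 0% = PAD4 with RCA probe and DMSO and 100% = probe without PAD4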
LYPLA2 inh: counter-screen for PME1 inhibitors: inhibitors of human LYPLA2. AID 2177. recombinant LYPLA2, FP-Rh probe fluorescence polarization. O95372. inhibition, % at 5.9 µM. hit rate 0.38% among 320,000;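 active means inhibition above the screen-wide mean plus 3 SD, limit set per campaign, cut at about 26% in these data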;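 further: 0% = LYPLA2 with DMSO and 100% = wells lacking LYPLA2 enzyme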
GSTO1 counter: counter-screen for RBBP9 inhibitors: inhibitors of human GSTO1; P78417; recombinant GSTO1, activity-based probe fluorescence polarization; inhibition, % at 5.96 µM; hit rate 1.1% among 300,000; AID 1974;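 active means inhibition above the campaign mean inhibition plus 3 SD, cut at about 35% in these data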;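 further: 0% = GSTO1-1 with DMSO and 100% = wells lacking GSTO1-1 enzyme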
Target sequence (P78417 whole entry, looked up): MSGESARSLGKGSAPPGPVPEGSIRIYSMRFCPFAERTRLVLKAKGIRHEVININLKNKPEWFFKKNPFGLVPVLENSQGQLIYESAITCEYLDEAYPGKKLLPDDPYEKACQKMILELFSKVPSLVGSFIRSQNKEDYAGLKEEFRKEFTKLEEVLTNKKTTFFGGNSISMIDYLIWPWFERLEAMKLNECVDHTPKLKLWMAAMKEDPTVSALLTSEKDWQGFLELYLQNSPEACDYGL
LYPLA1 inh: counter-screen for PME1 inhibitors: inhibitors of human LYPLA1; O75608; recombinant LYPLA1, FP-Rh probe fluorescence polarization; inhibition, % at 5.9 µM; hit rate 0.16% among 320,000; AID 2174;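 active means inhibition above the mean of all tested compounds plus 3 SD, set per campaign, cut at about 14% in these data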;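 further: inhibitors block serine hydrolase probe labeling of LYPLA1 so polarization falls; 0% = enzyme with DMSO and 100% = wells lacking LYPLA1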
Target sequence (O75608 whole entry, looked up): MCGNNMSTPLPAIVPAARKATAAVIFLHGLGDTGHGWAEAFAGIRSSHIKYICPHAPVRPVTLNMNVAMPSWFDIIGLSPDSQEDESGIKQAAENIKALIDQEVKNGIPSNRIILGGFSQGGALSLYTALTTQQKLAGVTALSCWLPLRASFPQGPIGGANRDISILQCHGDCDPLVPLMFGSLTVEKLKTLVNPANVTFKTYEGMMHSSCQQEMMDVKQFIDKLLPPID
PAFAH1B3 FP inh: blocks human PAF acetylhydrolase 1B catalytic subunit 3; Q15102; AID 492972; recombinant PAFAH1B3, FP-rhodamine probe, fluorescence polarization; inhibition, % at 3.39 µM; hit rate 0.28% among 340,000;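 active means inhibition above the screen-wide average of all tested compounds plus 3 SD, cut at about 25% in these data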;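 further: 0% = enzyme with DMSO only and 100% = wells lacking PAFAH1B3 protein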
Target sequence (Q15102 whole entry, looked up): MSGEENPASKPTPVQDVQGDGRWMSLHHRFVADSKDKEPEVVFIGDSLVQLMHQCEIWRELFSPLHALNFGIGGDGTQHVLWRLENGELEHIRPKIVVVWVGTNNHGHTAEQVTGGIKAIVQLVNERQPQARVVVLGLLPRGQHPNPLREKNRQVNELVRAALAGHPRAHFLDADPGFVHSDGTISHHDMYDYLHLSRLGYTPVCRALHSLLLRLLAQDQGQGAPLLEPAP
PAFAH2 FP inh: inhibitors of human PAFAH2; recombinant PAFAH2, FP-rhodamine activity probe, fluorescence polarization; Q99487; inhibition, % at 3.39 µM; hit rate 0.99% among 340,000;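 active means inhibition above the mean over all tested compounds plus 3 SD, cut at about 30% in these data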;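 further: inhibitors block probe labeling of enzyme so polarization drops; 0% = enzyme with DMSO and 100% = wells lacking PAFAH2 protein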
EBNA-1 inhibitor: blocks EBNA-1 binding to DNA. inhibition, % at 14.8 µM. EBNA-1 DNA binding, fluorescence polarization. hit rate 0.34% among 300,000. AID 1950; in the data active means inhibition above about 28%
Active calls of the source: *; / = not tested or not shown. Only part of the results is shown; the hit share may differ from the screen's.

[1] Cc1n[nH]c(C)c1S(=O)(=O)N1CCN(c2ccccn2)CC1
[2] O=[N+]([O-])c1ccc2nc(NS(=O)(=O)c3ccc(F)cc3)sc2c1
[3] Cn1c(=O)c2ccccc2n2c(=S)[nH]nc12
[4] CCC(C)C(=O)Nc1nnc(SCC(=O)N2C(C)CCCC2C)s1 (stereo unspecified)
[5] Cc1cc(C(C)(C)C)cc(C)c1C[n+]1ccc2ccccc2c1
[6] O=C(C[n+]1cc(Br)cc(Br)c1)c1ccc(-c2ccccc2)cc1

entry no.	1	2	3	4	5	6
PREPL inh	-7	10	-1	4	-4	8
ZTA counter	-13	5	7	1	5	-16
PAD4 inh	-6	0	4	-2	-2	0
LYPLA2 inh	1	-2	-1	2	4	12
GSTO1 counter	3	-1	3	-1	-9	3
LYPLA1 inh	1	-2	-6	-1	-1	5
PAFAH1B3 FP inh	9	18	9	4	4	15
PAFAH2 FP inh	0	-7	2	5	2	-5
EBNA-1 inhibitor	-7	4	-6	-5	1	-4

[7] CC(=O)N1CCN(c2ccc(Oc3ncnc4sccc34)cc2)CC1
[8] CCOC(=O)c1c(NC(=O)COc2ccccc2)sc2c1CC(C)(C)NC2(C)C
[9] CCNc1c(NS(=O)(=O)c2ccc(F)c(Cl)c2)c(=O)oc2ccccc12
[10] COc1cc(/C=C(/Sc2nnc(-c3ccc(F)cc3)o2)C(=O)O)ccc1OC(F)F
[11] COc1ccc(OC)c(S(=O)(=O)Nc2ccc(C)c(C)c2)c1
[12] COC(=O)/C(=C/c1ccccc1)NC(=O)c1ccco1

entry no.	7	8	9	10	11	12
PREPL inh	22	8	-3	5	9	-2
ZTA counter	6	-9	10	4	-11	-11
PAD4 inh	-4	2	2	-5	-5	-2
LYPLA2 inh	-3	-2	-3	3	5	2
GSTO1 counter	-3	5	-2	-28	0	-5
LYPLA1 inh	-3	-1	-2	-4	3	1
PAFAH1B3 FP inh	-1	2	2	7	11	-1
PAFAH2 FP inh	-9	1	-1	6	3	-1
EBNA-1 inhibitor	-8	-8	6	1	0	2

[13] CC(=O)c1cc(C)ccc1OC(=O)c1ccco1
[14] COc1ccc(C(=O)COC(=O)CCS(=O)(=O)c2ccc(C)cc2)c(OC)c1
[15] CCC1CCCCN1CCCNC(=O)c1ccc(N2CCOCC2)c(NS(=O)(=O)c2ccc(OC)cc2)c1 (stereo unspecified)
[16] CCCCOC(=O)NC1CCS(=O)(=O)C1 (stereo unspecified)
[17] CCCc1cc(C(=O)Nc2sc(C(C)=O)c(C)c2C(=O)OCC)no1
[18] CCCCn1c(SCc2ccccn2)nc2c1c(=O)n(C)c(=O)n2C

entry no.	13	14	15	16	17	18
PREPL inh	6	2	22	0	-10	-4
ZTA counter	12	0	-11	3	-2	10
PAD4 inh	0	-3	5	0	-4	-2
LYPLA2 inh	-5	0	3	-1	-2	-10
GSTO1 counter	10	4	-2	10	5	-1
LYPLA1 inh	-2	2	1	0	-1	-1
PAFAH1B3 FP inh	-4	6	-1	11	-6	0
PAFAH2 FP inh	8	-5	1	9	-3	8
EBNA-1 inhibitor	-4	8	-6	1	8	-12

[19] CC(C)Cc1nc2oc3c(=O)[nH]cnc3c2c2c1CCC2
[20] O=C1NC2(CCCCC2)C(=O)N1Cc1cccc(C(F)(F)F)c1
[21] Cc1snc(SCc2ccc(Cl)cc2)c1C#N
[22] COC(=O)c1ccccc1NC(=O)C1CC(=O)N(c2ccc(OC)cc2)C1 (stereo unspecified)
[23] CCOC(=O)C1CCN(c2ncnc3cc(OC)c(OC)cc23)CC1
[24] CCCC(=O)Nc1cnc(NC(=O)c2cccc(F)c2)cc1C

entry no.	19	20	21	22	23	24
PREPL inh	9	1	14	23	-8	-3
ZTA counter	-17	3	0	2	0	-7
PAD4 inh	0	-7	1	0	-4	-1
LYPLA2 inh	2	-1	5	5	-2	2
GSTO1 counter	-2	10	4	5	13	0
LYPLA1 inh	-1	-2	-2	5	-1	-2
PAFAH1B3 FP inh	8	7	3	8	-10	7
PAFAH2 FP inh	2	-1	-2	5	1	2
EBNA-1 inhibitor	-9	-5	-2	6	-6	-4

[25] O=C1C2C3C=CC(C3)C2C(=O)N1Cc1cccnc1 (stereo unspecified)
[26] COc1ccc(NC(=O)CSc2nc(N)c3cc4c(nc3n2)CCCC4)c(OC)c1
[27] O=C(N/N=C/c1cccc(Br)c1)C1CC(=O)N(c2ccccc2)C1 (stereo unspecified)
[28] Cc1onc(-c2ccccc2)c1C(=O)Oc1cccnc1
[29] COC(=O)C(C)Sc1nc2c(c(=O)[nH]c(=O)n2C)n1CCCc1ccccc1 (stereo unspecified)
[30] O=C1C2C(c3ccccc3)(C(=O)N1c1ccc(Cl)cc1)C2(c1ccccc1)c1ccccc1 (stereo unspecified)

entry no.	25	26	27	28	29	30
PREPL inh	-7	20	6	7	6	-7
ZTA counter	6	-3	3	-13	5	-9
PAD4 inh	-1	-2	1	1	-3	-2
LYPLA2 inh	-5	-3	1	6	0	-2
GSTO1 counter	-3	-12	-2	0	-2	-2
LYPLA1 inh	0	1	-2	0	0	-1
PAFAH1B3 FP inh	4	-2	7	14	-1	8
PAFAH2 FP inh	-2	-5	-6	-2	2	0
EBNA-1 inhibitor	5	-11	1	-10	7	11

[31] O=C(c1cnn(-c2ccccc2)c1)c1ccc2ccccc2c1O
[32] CCC(C)NC(=O)c1cn(CC)c2ccc(S(=O)(=O)N3CCCCC3)cc2c1=O (stereo unspecified)
[33] O=C(Nc1cccnc1)c1cccc(S(=O)(=O)N2CCc3ccccc32)c1
[34] N#C/C=C1\Sc2ccccc2C(=O)N1CC(=O)N1CCN(S(=O)(=O)c2ccccc2)CC1
[35] CS(=O)(=O)Oc1ccccc1/C=C1/N=C(c2ccc(F)cc2)OC1=O
[36] Cc1c(C(=O)N2CCN(c3ncccn3)CC2)oc2ccc(Cl)cc12

entry no.	31	32	33	34	35	36
PREPL inh	17	7	-10	-10	-8	8
ZTA counter	-13	-4	18	-8	-9	12
PAD4 inh	2	-3	1	-5	4	0
LYPLA2 inh	3	-1	-4	4	4	2
GSTO1 counter	7	-1	5	0	-4	/
LYPLA1 inh	-2	0	0	0	2	-3
PAFAH1B3 FP inh	10	0	6	6	11	-2
PAFAH2 FP inh	10	12	1	3	4	2
EBNA-1 inhibitor	-17	3	12	6	-2	/

[37] COc1ccc(C)cc1NS(=O)(=O)c1cccc2nonc12
[38] O=C(CCc1nc2ccccc2c(=O)[nH]1)NC1CCN(Cc2ccccc2)CC1
[39] CC1Cc2ccccc2N1C(=O)CSc1nncn1C (stereo unspecified)
[40] CC(=O)C1=C(O)C(=O)N(c2ccc(O)cc2)C1c1ccccc1Cl (stereo unspecified)
[41] O=C(O)CC1=C(c2ccc(F)cc2)CCC1=O
[42] COc1ccccc1N(CC1CO1)S(=O)(=O)c1ccc(C)cc1 (stereo unspecified)

entry no.	37	38	39	40	41	42
PREPL inh	2	1	-6	2	-2	13
ZTA counter	-6	-6	-10	16	-5	10
PAD4 inh	-5	-1	-4	0	-2	1
LYPLA2 inh	5	-1	-3	0	-1	3
GSTO1 counter	-4	8	4	7	5	75*
LYPLA1 inh	2	0	-4	-1	2	1
PAFAH1B3 FP inh	-2	9	3	10	-1	2
PAFAH2 FP inh	1	1	-1	-1	-4	-2
EBNA-1 inhibitor	-8	2	-8	10	17	-10

[43] COc1cc(OC)cc(-c2c(C#Cc3ccsc3)c3cc(Br)ccc3n2C)c1
[44] Cc1ccc(F)cc1NC(=O)Nc1cc(C(C)(C)C)nn1C
[45] COc1cc2nc(SCC(N)=O)n(CCC3=CCCCC3)c(=O)c2cc1OC
[46] Cn1c(=O)c2c(n(Cc3ccccc3)c1=O)NC(=O)C2CC(=O)O (stereo unspecified)
[47] O=C(COC(=O)/C=C/c1ccc2c(c1)OCO2)NC1CCS(=O)(=O)C1 (stereo unspecified)
[48] CCC1Oc2ccccc2N(CC(=O)NCCN2CCc3ccccc3C2)C1=O (stereo unspecified)

entry no.	43	44	45	46	47	48
PREPL inh	2	6	3	-5	-3	-2
ZTA counter	6	0	10	-4	-3	7
PAD4 inh	-5	0	3	-2	-2	-3
LYPLA2 inh	-1	-5	-3	1	0	-1
GSTO1 counter	/	2	2	-5	-1	-2
LYPLA1 inh	-2	-4	-3	-3	1	-1
PAFAH1B3 FP inh	7	3	6	10	5	12
PAFAH2 FP inh	-1	-4	-1	2	-3	4
EBNA-1 inhibitor	/	4	10	7	-9	-5

5 records picked at random from those above, as already listed:
[46] Cn1c(=O)c2c(n(Cc3ccccc3)c1=O)NC(=O)C2CC(=O)O (stereo unspecified)
[47] O=C(COC(=O)/C=C/c1ccc2c(c1)OCO2)NC1CCS(=O)(=O)C1 (stereo unspecified)
[45] COc1cc2nc(SCC(N)=O)n(CCC3=CCCCC3)c(=O)c2cc1OC
[44] Cc1ccc(F)cc1NC(=O)Nc1cc(C(C)(C)C)nn1C
[43] COc1cc(OC)cc(-c2c(C#Cc3ccsc3)c3cc(Br)ccc3n2C)c1

entry no.	46	47	45	44	43
PREPL inh	-5	-3	3	6	2
ZTA counter	-4	-3	10	0	6
PAD4 inh	-2	-2	3	0	-5
LYPLA2 inh	1	0	-3	-5	-1
GSTO1 counter	-5	-1	2	2	/
LYPLA1 inh	-3	1	-3	-4	-2
PAFAH1B3 FP inh	10	5	6	3	7
PAFAH2 FP inh	2	-3	-1	-4	-1
EBNA-1 inhibitor	7	-9	10	4	/

(continued)
[49] Cc1cccc(-n2cc(CN3CCCN(C=O)CC3)c(-c3cccc(F)c3)n2)c1
[50] CC(NC(=O)COC(=O)c1ccc(Cl)cc1O)c1ccc(F)cc1 (stereo unspecified)
[51] COCCCNC(=S)NC(=O)c1ccc(C)cc1
[52] COc1ccc(C(=O)Oc2cc(C)c(CN3CCOCC3)cc2C)cc1OC
[53] COc1cc(C=Nc2c(C)cc(C)cc2C)ccc1OC(C)=O
[54] CC(NC(=O)c1ccccc1Br)C1CC2CCC1C2 (stereo unspecified)
[55] COc1ccc(N2C(=O)CN(Cc3cc(OC)c(OC)c(OC)c3)C2=S)cc1
[56] COc1ccc(NS(=O)(=O)c2cccc(NC(=O)CCC(=O)c3ccc(Cl)cc3)c2)cc1

entry no.	49	50	51	52	53	54	55	56
PREPL inh	-4	-1	6	-1	1	13	23	-31
ZTA counter	16	-6	-3	-3	7	-20	-10	3
PAD4 inh	0	0	-1	2	-4	-1	1	-4
LYPLA2 inh	0	7	4	3	5	1	1	-35
GSTO1 counter	-3	-1	5	-2	4	7	-5	3
LYPLA1 inh	-1	0	1	1	0	0	-1	-22
PAFAH1B3 FP inh	5	4	9	8	6	/	7	-13
PAFAH2 FP inh	2	11	1	2	-1	/	-5	-25
EBNA-1 inhibitor	4	-6	-8	12	7	11	1	-1
